HT1080-NT tox: kills 2HG-producing HT-1080-NT fibrosarcoma cells. 360,000 tested, 1.6% active. Potency, µM (highest dose often 46.1 µM), inactives show top-dose activity, negative = less viability, most hits filed as cytotoxic. HT-1080-NT fibrosarcoma viability, CellTiter-Glo ATP luminescence, 48 h;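 also: NT is the 2HG producing partner of a matched IDH1 knockdown line; potency is read from the fitted curve at half-maximal effect; 0% = DMSO-treated cells and -100% = media-only wells without cells; nearly all actives have a fitted effect of over 55% in size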
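750 cells/well, RPMI + 5% FBS; 2 h settle, compound pin-transfer, 48 h at 37 degrees C. CellTiter-Glo 10 min RT, luminescence. Normalized to DMSO and media-only wells.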
WRN inhibitor: WRN helicase (human) inhibition; Q14191; WRN helicase unwinding, fluorescent forked duplex, kinetic; Potency, µM (series often up to 114 µM), for inactives: at the top dose activity change, negative = inhibition, actives largely listed as inhibitors; 360,000 tested, 0.46% active; AID 651768; also: potency is read from the fitted curve at half-maximal effect; % is scaled to controls: 0 for no effect and ±100 for the full control effect; nearly all actives have a fitted effect of over 55% in size
Target sequence (Q14191 whole entry, looked up): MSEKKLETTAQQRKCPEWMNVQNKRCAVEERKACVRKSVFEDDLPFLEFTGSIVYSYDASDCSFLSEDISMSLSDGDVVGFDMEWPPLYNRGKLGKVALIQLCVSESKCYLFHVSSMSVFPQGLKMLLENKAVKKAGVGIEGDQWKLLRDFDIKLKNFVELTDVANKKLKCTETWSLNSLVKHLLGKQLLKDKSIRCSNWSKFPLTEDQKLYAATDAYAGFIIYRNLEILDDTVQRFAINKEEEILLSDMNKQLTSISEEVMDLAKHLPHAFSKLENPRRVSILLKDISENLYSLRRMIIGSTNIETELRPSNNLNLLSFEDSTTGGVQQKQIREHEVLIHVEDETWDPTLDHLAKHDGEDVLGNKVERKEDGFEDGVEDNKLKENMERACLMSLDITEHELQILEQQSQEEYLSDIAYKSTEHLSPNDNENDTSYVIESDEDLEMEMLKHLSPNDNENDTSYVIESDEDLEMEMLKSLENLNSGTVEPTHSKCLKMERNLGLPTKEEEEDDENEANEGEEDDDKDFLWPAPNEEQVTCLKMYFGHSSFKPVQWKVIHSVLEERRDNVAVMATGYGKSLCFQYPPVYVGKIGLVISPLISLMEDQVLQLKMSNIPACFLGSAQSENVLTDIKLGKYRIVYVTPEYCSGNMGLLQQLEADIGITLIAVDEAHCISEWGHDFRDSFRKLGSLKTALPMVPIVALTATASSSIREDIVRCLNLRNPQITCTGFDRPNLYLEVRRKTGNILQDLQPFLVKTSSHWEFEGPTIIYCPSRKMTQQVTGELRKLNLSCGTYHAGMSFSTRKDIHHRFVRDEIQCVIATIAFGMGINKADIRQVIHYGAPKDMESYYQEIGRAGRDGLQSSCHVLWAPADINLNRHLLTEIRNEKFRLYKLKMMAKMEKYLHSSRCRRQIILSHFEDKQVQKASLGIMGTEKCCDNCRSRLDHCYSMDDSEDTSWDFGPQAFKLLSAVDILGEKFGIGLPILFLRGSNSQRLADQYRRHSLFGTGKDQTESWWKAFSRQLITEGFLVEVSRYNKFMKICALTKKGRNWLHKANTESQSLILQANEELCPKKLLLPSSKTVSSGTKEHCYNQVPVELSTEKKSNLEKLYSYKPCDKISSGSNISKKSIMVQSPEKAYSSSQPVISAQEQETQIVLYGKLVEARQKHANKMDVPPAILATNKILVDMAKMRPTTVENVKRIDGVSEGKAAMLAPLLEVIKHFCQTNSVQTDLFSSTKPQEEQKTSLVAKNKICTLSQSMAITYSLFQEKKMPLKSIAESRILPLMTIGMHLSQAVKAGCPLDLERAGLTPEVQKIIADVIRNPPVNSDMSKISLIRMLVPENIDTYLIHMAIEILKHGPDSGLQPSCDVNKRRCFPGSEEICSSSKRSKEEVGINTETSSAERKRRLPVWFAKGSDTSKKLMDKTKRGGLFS
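Primary qHTS, 1536-well format. 20 nM WRN + compound, 15 min RT; start with 100 nM forked fluorophore/quencher duplex, 2 mM ATP (final); kinetic read ex 525/em 598 nm.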
KB-3-1 tox: KB-3-1 parental cell cytotoxicity; KB-3-1 viability, CellTiter-Glo ATP luminescence, 72 h; Potency, µM (series often up to 46.1 µM), inactives show top-dose activity change, negative = cytotoxic, usual class: cytotoxic; 400,000 tested, 1.4% active; AID 1347075; also: potency is read from the fitted curve at half-maximal effect; % is scaled to controls: 0 for no effect and ±100 for the full control effect; nearly all actives have a fitted effect of over 60% in size
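72 h, 37 °C compound treatment of KB-3-1 parental cells; CellTiter-Glo added, 10 min, luminescence read. Data corrected against DMSO-only plates and normalized before curve fitting.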
HT1080 IDH1KD tx: HT-1080 IDH1 knockdown cell toxicity (counter line) | HT-1080 IDH1 knockdown viability, ATP luminescence, 48 h | 360,000 tested, 2% active | Potency, µM (highest dose often 46.1 µM), for inactives: at the top dose activity, negative = toxicity, most hits filed as cytotoxic;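 also: potency is read from the fitted curve at half-maximal effect; 0% = DMSO wells and -100% = cell-free medium wells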
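IDH1KD HT-1080 cells, 750/well, RPMI + 5% FBS; compound pinned after 2 h settling; 48 h, 37 °C; CellTiter-Glo luminescence; % activity normalised to DMSO and no-cell wells; curves fitted, classed by r2 and efficacy.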
MCF10A rereplic: inducers of DNA re-replication in MCF 10A breast cells. Potency, µM (series often up to 46.1 µM), inactives show at the top dose activity, positive = re-replication, actives largely listed as activators. AID 624296. MCF 10A DNA re-replication, Hoechst nuclear intensity, 48 h. 350,000 tested, 2.9% active; also: potency is read from the fitted curve at half-maximal effect; % of control where 0% means no effect; nearly all actives have a fitted effect of over 50% in size
KB-V1 cytotox: KB-V1 MDR subline cytotoxicity | KB-V1 MDR cells viability, CellTiter-Glo, 72 h | Potency, µM (doses to about 46.1 µM), for inactives: at the top dose activity change, negative = cytotoxicity, most hits filed as cytotoxic | 400,000 tested, 3.4% active | AID 1347076; also: potency is read from the fitted curve at half-maximal effect; % is scaled to controls: 0 for no effect and ±100 for the full control effect; nearly all actives have a fitted effect of over 60% in size
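Compound-treated KB-V1 multidrug-resistant cells, 72 h, 37 degrees C; viability by CellTiter-Glo. Fitted qHTS curves give the values.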
IL-1B inflam inh: inhibitors of inflammasome signaling (IL-1 beta secretion) | THP-1 LPS/ATP IL-1B secretion, AlphaLISA, 16 h; active compounds read low | activity change, % at 57.5 µM | 360,000 tested, 4.7% active | AID 743279; in the data active = activity change below about -50%; inconclusive = mostly about -30% to -49%; also: % is scaled to controls: 0 for no effect and ±100 for the full control effect
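THP-1 cells pretreated 1 hr with compounds (up to 57.5 uM final), then stimulated with LPS (250 ng/mL final) plus ATP (1.25 mM final); secreted IL-1B measured by AlphaLISA after 16 hr, decreased signal indicating inhibition.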
ATXN2 expr inh: reduces ATXN2 reporter expression in HEK-293 cells | Potency, µM (doses to about 57 µM), inactives show top-dose activity change, negative = inhibition, usual class: inhibitors | 360,000 tested, 0.72% active | HEK-293 ATXN2-luciferase reporter, luminescence, 24 h; also: potency is read from the fitted curve at half-maximal effect; % is scaled to controls: 0 for no effect and ±100 for the full control effect; nearly all actives have a fitted effect of over 55% in size
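ATXN2-luciferase reporter cells (luciferase flanked by upstream and downstream ATXN2 gene portions) were treated 24 h at 37 °C with compounds at up to 57 uM. SteadyGlo luminescence gave expression; GF-AFC fluorescence gave viability.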
SW480 rereplic: induces DNA re-replication in SW480 colon adenocarcinoma cells | SW480 DNA re-replication, Hoechst DNA content imaging, 48 h | Potency, µM (titrated, usually from 46.1 µM), without a hit: at the highest dose re-replication activation, actives largely listed as activators | 340,000 tested, 1.8% active | AID 624297; also: potency is read from the fitted curve at half-maximal effect; % of control where 0% means no effect; nearly all actives have a fitted effect of over 55% in size
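Per well, 250 cells were exposed to pinned compound for 48 hr. Nuclear DNA was visualised with Hoechst (40 min, 37 C) and total object intensity recorded by fluorescence scanning.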
* hit, by the source's call; u = inconclusive; x = no result given; & = joins results of further samples; ! = not active in a repeat; [ ] = another dose, or the depositor's remark. Unless noted, calls follow the shape of the dose curve; as a rule, active = well fitted curve in the direction sought with a large enough effect; inconclusive = small, poorly fitted or top-dose-only effect, or another doubt; inactive = no such curve, though single readings can be large; an effect the other way counts as inactive or inconclusive.

SMILES	HT1080-NT tox	WRN inhibitor	KB-3-1 tox	HT1080 IDH1KD tx	MCF10A rereplic	KB-V1 cytotox	IL-1B inflam inh	ATXN2 expr inh	SW480 rereplic
CCOC(=O)c1ccc(NC(=O)c2c(O)[nH]c(=O)[nH]c2=O)cc1	1%	-3%	4%	0%	0%	-2%	10	-2%	7%[9.22 µM]
C[C@]12CCC3C(CC[C@H]4C[C@H](O)CC[C@]34C)C1C[C@@H](O)[C@H]2O (stereo partly specified)	-10%	10%	-1%	-1%	-35%	11%	3	-16%	1%
CC(CC(C#N)(c1ccccc1)c1ccccc1)N1CCOCC1 (stereo unspecified)	11%	9%	-1%	4%	-19%	u	u	1%	5%
CC[C@@H](CO)C1CC2NC3CC4(c5ccccc5N(C)[C@@H]24)C(O)C31 (stereo partly specified)	-2%	5%	0%	-1%	0%	0%	-19	-5%	u
CCCCCCN=C(CC)c1c(O)n(CCCC)c(=O)[nH]c1=O	u	0%	18µM*	u	u	5.2µM*	-20	-4%	9%
COC(=O)C1=C(c2ccc(OCc3ccccc3)cc2)C[C@@H]2CC[C@H]1N2C(=O)NCc1ccc(F)cc1	-23%	-1%	u	u	x	u	u	-35%	x
O=C1Nc2ccccc2C(c2ccccc2)=NC1O (stereo unspecified)	-1%	3%	-1%	0%	24%	8%	3	7%	-3%
Cc1ccc(/C=C2/Sc3ccc(C(=O)N4CCC5(CC4)OCCO5)cc3NC2=O)cc1	5%	14%	-5%	0%	u	7%	-10	1%	u
O=[N+]([O-])c1cnc2ccc3ccccc3c2c1	-1%	-7%	16%	-3%	2%	4%	-7	2%	3%
O=c1c2ccccc2nc(Cc2ccccc2)n1-c1ccccc1	0%	1%	0%	-2%	-1%	-20%	16	x	-7%
C/C1=C\[C@@H](C)C/C=C/[C@H]2[C@@H]3O[C@]3(C)[C@@H](C)[C@H]3[C@H](Cc4c[nH]c5ccccc45)NC(=O)[C@]32C(=O)/C=C/C(=O)[C@@H]1O	-22%	-4%	-14%	u	0.73µM*	9%	-105*	u	1.2µM*
c1ccc2c(c1)Nc1ccccc1S2	13%	-3%	0%	1%	2%&12%&-2%	8%	4	-16%	6%&6%&-10%
c1ccc(N2[C@@H]3CC[C@H]2c2ccncc2C3)cc1	0%	-3%	-12%	11%	x	-22%	u	x	x
O=c1[nH]c(CN2CC=C(c3ccccc3)CC2)nc2scc(-c3ccccc3)c12	0%	-5%	u	-4%	18µM*	u	41	x	-2%
Cc1cc(C=O)c(C)n1C1CCCCC1	-2%	-5%	-3%	-7%	-1%	8%	-13	-4%	0%
COc1ccc(C(=O)C2CCCN(Cc3ccon3)C2)cc1OC (stereo unspecified)	-15%	-11%	-6%	-7%	0%	0%	-14	u	11%
CN1CCN(c2ccc([N+](=O)[O-])c3no[n+]([O-])c23)CC1	2.9µM*	-28%	u	4.6µM*	2.3µM*	u	-101*	2.4µM*!	u
Cc1ccc(C)c(-c2nnc(NC(=O)C3=COCCO3)o2)c1	-19%	6%	4%	-18%	u	-19%	-4	-8%	-142%[inhibitor]
C[C@H]1COc2cc(N3CCN(C)CC3)ccc2S(=O)(=O)N1	15%	-2%	-8%	3%	x	15%	-15	7%	x
COc1ccc(C(SCC(NC(=O)OCc2ccccc2)C(=O)O)c2ccc(OC)cc2)cc1 (stereo unspecified)	-4%	-5%	-1%	-14%	x	13%	-6	x	x

For reference, two of the compounds above.
SMILES	HT1080-NT tox	WRN inhibitor	KB-3-1 tox	HT1080 IDH1KD tx	MCF10A rereplic	KB-V1 cytotox	IL-1B inflam inh	ATXN2 expr inh	SW480 rereplic
C[C@H]1COc2cc(N3CCN(C)CC3)ccc2S(=O)(=O)N1	15%	-2%	-8%	3%	x	15%	-15	7%	x
COc1ccc(C(SCC(NC(=O)OCc2ccccc2)C(=O)O)c2ccc(OC)cc2)cc1 (stereo unspecified)	-4%	-5%	-1%	-14%	x	13%	-6	x	x

Back to the main list with the 6 entries that preceded the break.
SMILES	HT1080-NT tox	WRN inhibitor	KB-3-1 tox	HT1080 IDH1KD tx	MCF10A rereplic	KB-V1 cytotox	IL-1B inflam inh	ATXN2 expr inh	SW480 rereplic
Cc1cc(C=O)c(C)n1C1CCCCC1	-2%	-5%	-3%	-7%	-1%	8%	-13	-4%	0%
COc1ccc(C(=O)C2CCCN(Cc3ccon3)C2)cc1OC (stereo unspecified)	-15%	-11%	-6%	-7%	0%	0%	-14	u	11%
CN1CCN(c2ccc([N+](=O)[O-])c3no[n+]([O-])c23)CC1	2.9µM*	-28%	u	4.6µM*	2.3µM*	u	-101*	2.4µM*!	u
Cc1ccc(C)c(-c2nnc(NC(=O)C3=COCCO3)o2)c1	-19%	6%	4%	-18%	u	-19%	-4	-8%	-142%[inhibitor]
C[C@H]1COc2cc(N3CCN(C)CC3)ccc2S(=O)(=O)N1	15%	-2%	-8%	3%	x	15%	-15	7%	x
COc1ccc(C(SCC(NC(=O)OCc2ccccc2)C(=O)O)c2ccc(OC)cc2)cc1 (stereo unspecified)	-4%	-5%	-1%	-14%	x	13%	-6	x	x
CSc1ncc(CN2CCCC(C(=O)c3sccc3C)C2)cn1 (stereo unspecified)	-17%	-3%	-13%	-11%	8%	u	54	-18%	10%
OC(CNC1CCCCC1)c1ccccc1 (stereo unspecified)	-1%	4%	11%	8%	1%	-5%	7	-12%	-4%
CC(=O)O[C@H]1CC[C@@]2(C)[C@H](C1)C(=O)C[C@H]1[C@@H]3CC[C@@H]4[C@@H](CN5C[C@@H](C)CC[C@H]5[C@@]4(C)O)[C@@H]3C[C@@H]12	14%	-3%	-3%	0%	-11%	-5%	-6	x	-8%
CC1CCCN(C(=O)c2ccc(N3CC4CC(C3)c3cccc(=O)n3C4)c([N+](=O)[O-])c2)C1 (stereo unspecified)	-2%	7%	17%	-4%	11%	-26%	3	-11%	0%
CCN(CC)CCNCC(=O)Nc1ccc(Cl)cc1C(=O)c1ccccc1	-15%	2%[57.1 µM]	1%	4%	7%	-20%	u	3%	7%
O=C1N(c2cccc(Cl)c2)C(c2cccnc2)N2CCCN12 (stereo unspecified)	5%	-1%	-3%	26%	-4%	0%	17	-9%	-5%
N#CC1=C(N)Oc2c(c(=O)oc3ccccc23)C1c1ccccc1OC(=O)c1cccs1 (stereo unspecified)	u	-11%	-5%	-15%	21µM*	-3%	-86*	-7%	u
COCCCN=Cc1c(O)[nH]c(=S)[nH]c1=O	-1%	-1%	13%	8%	9%	6%	-11	1%	2%
CCn1c(O)c(/C=N/NC(=O)c2ccncc2)c(=O)[nH]c1=S	-6%	-11%	0%	-7%	24%	24%	-10	x	1%
Cn1c(=O)oc2cc(NC(=O)CCl)ccc21	u	-2%	u	u	17%	u	-80*	u	u
CCN1C[C@]2(CO)CC[C@H](OC)[C@@]34C5C[C@H]6[C@H](OC)C5[C@](O)(C[C@H]6OC)[C@@H](C(OC)C23)[C@@H]14 (stereo partly specified)	0%	4%	0%	-2%	-5%	2%	12	4%	-71%[inhibitor]
O=C(c1ccccc1)c1cn(CC(=O)N2CCCc3ccccc32)c2ccccc12	0%	-11%	-2%	-8%	14%	u	-3	-5%	10%
CN1C(=O)N(C)C(=O)C(NS(=O)(=O)c2ccc(N)cc2)(c2ccccc2)C1=O	10%	3%	8%	12%	5%	5%	21	-2%	-4%
Cc1c(Br)c(=O)oc2cc(OCC(=O)N3C[C@H]4C[C@@H](C3)c3cccc(=O)n3C4)ccc12	8%	-7%	0%	2%	8%	-15%	19	3%	-1%
COc1ccc(NP(=O)(Nc2ccc(OC)cc2)Oc2ccccc2)cc1	5%	7%	u	2%	-1%	u	0	3%	u
CC(=O)O[C@H]1C(=O)[C@@]2(C)C([C@H](OC(=O)c3ccccc3)[C@]3(O)C[C@H](OC(=O)[C@H](O)[C@@H](NC(=O)Cc4ccccc4)c4ccccc4)C(C)=C1C3(C)C)[C@]1(OC(C)=O)CO[C@@H]1C[C@@H]2O (stereo partly specified)	0.52µM*	2%	0.0073µM*	u	u	u	-5	0%	4.6µM*
CCOC(=O)CC1=C(C(=O)OCC)C2(C(=O)Nc3ccccc32)C(C#N)=C(N)O1 (stereo unspecified)	11%	2%	11%	9%	10%	-10%	-16	29%	1%
COC(=O)C1=C(c2cccc(OCc3ccccc3)c2)C[C@@H]2CC[C@H]1N2C(=O)NCCOc1ccccc1	-7%	-1%	u	-12%	13µM*	u	-14	u	-33%[inhibitor]
c1ccc2[nH]c(CCN3CCCCC3)nc2c1	2%	4%	-26%	0%	x	-29%	-5	x	x
Cc1ccc2c(c1)c(=O)c1c3n2CCN(CC2CO2)C3CC1 (stereo unspecified)	-21%	-3%	-4%	-3%	6%	-3%	5	-6%	u
CCCCn1c(O)c(/C=C2\C=Nc3ccccc32)c(=O)[nH]c1=O	1%	u	0%	-4%	30%	-15%	6	1%	12%
CCOP(=O)(OCC)c1cc(C)c(O)c(C(C)(C)C)c1	-5%	0%	-7%	0%	-13%	0%	0	2%	8%
COc1ccc(N2CCN(C(CNC(=O)Oc3ccccc3)c3cccnc3)CC2)cc1 (stereo unspecified)	-3%	-5%	12%	-7%	-2%	0%	-1	11%	-7%

Not all compounds are listed (hit frequency here may not be typical).
